Screens from PubChem.
V1aR counter – V1a receptor agonism, counter-screen for OXTR agonists. P37288. CHO-V1R cells, Fluo-8 calcium fluorescence, agonist mode; 0% DMSO, 100% 3 nM vasopressin. activation, % at 3 µM. 320,000 tested, 0.25% active. AID 2797;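 active = activation above the mean activation of all tested compounds plus 3 SD, per screening run, cut at about 20% in these data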;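 also: signal is peak over basal fluorescence ratio across a 100 second FLIPR read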
Target sequence (P37288 whole entry, looked up): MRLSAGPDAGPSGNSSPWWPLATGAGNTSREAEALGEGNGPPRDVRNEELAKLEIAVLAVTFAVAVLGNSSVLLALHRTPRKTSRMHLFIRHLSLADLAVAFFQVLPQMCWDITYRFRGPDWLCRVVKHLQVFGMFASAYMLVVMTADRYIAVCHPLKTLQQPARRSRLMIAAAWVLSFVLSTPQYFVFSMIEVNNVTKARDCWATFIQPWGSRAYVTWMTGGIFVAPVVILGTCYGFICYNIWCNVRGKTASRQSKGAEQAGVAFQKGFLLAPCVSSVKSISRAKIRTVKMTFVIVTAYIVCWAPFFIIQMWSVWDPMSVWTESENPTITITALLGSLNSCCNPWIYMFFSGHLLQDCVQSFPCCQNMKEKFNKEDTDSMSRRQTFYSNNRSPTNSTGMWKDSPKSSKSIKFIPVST
NALP1 yeast inh – blocks the NALP1 inflammasome reconstituted in yeast; AID 2071; S. cerevisiae NALP1/ASC/caspase-1 growth, X-gal OD620, 72 h; 280,000 tested, 0.61% active; inhibition, % at 10 µM; in the data active = inhibition mostly above about 24%, no sharp cut-off; inactive = mostly below about 32%; also: some compounds called inactive have numbers as strong as hits
OXTR agonist – activates the human oxytocin receptor | CHO-OTR cells, Fluo-8 calcium fluorescence; normalized: DMSO 0%, oxytocin 100% | 320,000 tested, 0.32% active | AID 2435 | activation, % at 3 µM;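 active = activation above the mean of all tested compounds plus 3 SD, cutoff set per screening run, cut at about 20% in these data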;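 also: peak over basal fluorescence ratio from a 100 s FLIPR kinetic read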
MEKK2 mut-MEK5 – signal of MEK5 binding to mutant human MEKK2 PB1 domain; AID 1530; 290,000 tested, 0.35% active; percent response, % at 10 µM; bead flow cytometry, Alexa488-MEK5 binding to MEKK2 mutant; in the data active = percent response above about 24%, passing the limit was not always enough; also: inactives centre near 1; some results filed as inactive read as strong as hits; reference of the scale not given here
GalR3 antag – blocks the human galanin receptor 3. O60755. HEK293 GalR3-CNG cAMP membrane potential fluorescence; galR3 body fused to GalR1 C-terminus. inhibition, % at 3 µM. 360,000 tested, 0.44% active. AID 651719;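 active = inhibition above the screen-wide average plus 3 SD, cut at about 13% in these data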;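 also: forskolin and galanin both at EC90 stimulate the cells; cAMP rise reported by CNG channel membrane potential dye signal; 0% = forskolin plus galanin with DMSO and 100% = forskolin alone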
GPR7 antag – human neuropeptides B/W receptor 1 antagonism | inhibition, % at 4.4 µM | P48145 | AID 1861 | 290,000 tested, 1.1% active | GPR7-expressing cells, fluorescence antagonist assay; in the data active = inhibition above about 16%, passing the limit was not always enough;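 also: cells stimulated with the agonist NPW; 0% = agonist with vehicle and 100% = vehicle without agonist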
Target sequence (P48145 whole entry, looked up): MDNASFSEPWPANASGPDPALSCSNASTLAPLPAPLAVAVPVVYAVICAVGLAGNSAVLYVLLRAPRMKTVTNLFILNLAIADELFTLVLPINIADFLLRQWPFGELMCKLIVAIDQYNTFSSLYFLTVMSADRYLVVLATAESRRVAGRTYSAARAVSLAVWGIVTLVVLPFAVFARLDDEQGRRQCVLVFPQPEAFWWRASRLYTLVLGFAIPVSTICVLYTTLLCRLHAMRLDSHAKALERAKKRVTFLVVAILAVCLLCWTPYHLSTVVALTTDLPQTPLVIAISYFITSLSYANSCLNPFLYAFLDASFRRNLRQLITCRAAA
MEKK3 PB1 HTS – MEKK3-MEK5 PB1 interaction, increase or decrease; Q99759; 290,000 tested, 1.4% active; binding response (% of control), % at 10 µM; bead-based flow cytometry, Alexa488-MEK5 binding to MEKK3; actives lie on both sides; 0 = blocked by unlabeled MEK5, 100 = vehicle; AID 1529;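 active = binding response more than 3 SD above or below the average of its plate-row segment, actives on both sides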;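 also: Alexa488 bead fluorescence after subtracting the streptavidin-only scavenger bead signal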
MEKK2wt PB1 HTS – raises or lowers MEK5 binding to wildtype human MEKK2 PB1 domain | Q9Y2U5 | bead flow cytometry, Alexa488-MEK5 binding to MEKK2 WT; actives lie on both sides | binding response (% of control), % at 10 µM | 290,000 tested, 1.1% active | AID 1531; in the data active = binding response below about 67% or above about 130%
PHOSPHO1 block – PHOSPHO1 (human) inhibition; Q8TCT1; 290,000 tested, 1.1% active; inhibition, % at 13.3 µM; AID 1565; recombinant PHOSPHO1, absorbance phosphatase assay; in the data active = inhibition above about 60%
Target sequence (Q8TCT1 whole entry, looked up): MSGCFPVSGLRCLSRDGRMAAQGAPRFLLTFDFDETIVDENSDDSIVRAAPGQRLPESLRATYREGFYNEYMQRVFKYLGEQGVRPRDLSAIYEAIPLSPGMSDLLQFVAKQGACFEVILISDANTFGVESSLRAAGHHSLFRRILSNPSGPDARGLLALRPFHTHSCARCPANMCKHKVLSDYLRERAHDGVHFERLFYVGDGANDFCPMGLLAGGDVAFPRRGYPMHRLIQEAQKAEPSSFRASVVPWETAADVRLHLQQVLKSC
* hit, by the source's call; . = no result given. Hits appear at their usual frequency (roughly 5.4% active in at least one column).

SMILES | V1aR counter | NALP1 yeast inh | OXTR agonist | MEKK2 mut-MEK5 | GalR3 antag | GPR7 antag | MEKK3 PB1 HTS | MEKK2wt PB1 HTS | PHOSPHO1 block
Cc1ccnc(NC(=O)c2cccc(NC(=O)COc3ccccc3)c2)c1 | 1.0 | 2.7 | -1.1 | 1.0 | -1.6 | -6.4 | 97.0 | 100.0 | 44.8
Cc1cccc(C(=O)NC2CCN(CC(=O)N3CCOCC3)CC2)c1 | -0.6 | 5.7 | 0.5 | 1.0 | -3.3 | -6.4 | 92.0 | 100.0 | -4.2
O=C(Nc1cccn2ncnc12)c1ccc(Cl)cc1 | 0.1 | 13.1 | -2.2 | 0.0 | 0.1 | -1.0 | 101.0 | 99.0 | 25.3
COc1cccc(N2CCN(c3c4c(nc5ncnn35)CCC4)CC2)c1 | 6.8 | 2.5 | 8.9 | . | 2.3 | -9.1 | . | . | 31.0
COc1cc(C)c(Br)cc1S(=O)(=O)NCCCN1CCOCC1 | 0.6 | 10.2 | 1.6 | -6.0 | 0.0 | -5.8 | 93.0 | 93.0 | 44.0
Cc1ccc2[nH]c(=O)c(CN(c3cccc(C)c3C)S(=O)(=O)c3ccccc3)cc2c1 | -0.6 | 1.6 | -0.8 | 0.0 | . | 1.8 | 100.0 | 92.0 | 31.5
COc1ccc(CN2CCNC(=O)C2CC(=O)N(C)Cc2nccs2)c(OC)c1 (configuration not stated) | -0.3 | 17.7 | -0.2 | -3.0 | 4.5 | -4.8 | 100.0 | 101.0 | 11.9
O=C(NC1CCCC1)C(c1cccs1)N(CC1CCCO1)C(=O)Cc1cccs1 (configuration not stated) | -0.6 | . | 19.9* | -12.0 | -0.7 | 17.6* | 71.0 | 81.0 | 6.3
CCOC(=O)C1CCCN(C(=O)Cn2c(=O)c3cccn3c3cccnc32)C1 (configuration not stated) | 2.1 | -2.3 | 1.1 | 1.0 | 0.1 | -15.5 | 102.0 | 102.0 | 32.9
O=C(O)c1ccc(C2SCC(=O)N2Cc2ccco2)cc1 (configuration not stated) | 1.1 | -2.1 | 0.8 | -7.0 | -5.2 | -3.6 | 98.0 | 95.0 | 5.7
O=C(CCc1nnc(COc2ccccc2)o1)NCc1ccc(Cl)s1 | -0.2 | -2.8 | 0.3 | -8.0 | -6.2 | -8.3 | 94.0 | 94.0 | 45.5
CCOc1ccc(NC(=O)CN(C)C(=O)c2ccc3c(c2)C(=O)N(CCC(C)C)C3=O)cc1OCC | 0.0 | -15.1 | -0.5 | 10.0 | 0.8 | -17.0 | 103.0 | 106.0 | .
Cc1c(C(c2ccc(F)cc2)c2c(C)n(C)n(-c3ccccc3)c2=O)c(=O)n(-c2ccccc2)n1C | -0.7 | 4.0 | -0.1 | 1.0 | -4.0 | -5.2 | 100.0 | 101.0 | -0.8
COC(=O)CNC(c1ccccc1Cl)c1cc(Br)ccc1NC(=O)CCN1CCOCC1 (configuration not stated) | 2.9 | 16.6 | 5.0 | -3.0 | -2.1 | 12.9 | 102.0 | 101.0 | -3.6
Cc1cc(C)cc(NC(=O)CCCn2nc(C)c3c(C)n(-c4ccccc4)nc3c2=O)c1 | -0.9 | 4.3 | -2.1 | 2.0 | -5.0 | -18.2 | 103.0 | 104.0 | 17.1
CC1(C)NC(=O)N(CC(O)Cn2c3ccccc3c3ccccc32)C1=O (configuration not stated) | 0.9 | 8.6 | 2.4 | -7.0 | -6.6 | 4.2 | 94.0 | 93.0 | 5.7
COC(=O)c1sc(-c2ccccc2)cc1NC(=O)C1CC1 | -1.3 | 12.5 | -1.9 | 2.0 | 0.5 | -13.1 | 102.0 | 101.0 | 4.7
CC(=O)c1ccc(NC(=S)N2CCCC2)cc1 | . | 1.1 | . | 6.0 | -3.2 | -10.8 | 104.0 | 108.0 | 52.7
Cc1ccc(/C(O)=C/c2nc3ccccc3oc2=O)cc1 | 0.6 | 23.7 | 0.9 | -1.0 | -3.4 | -8.1 | 100.0 | 100.0 | 15.9
COc1ccc(S(=O)(=O)Nc2cccc(-n3cnnn3)c2)cc1OC | 3.5 | 15.7 | 4.0 | -3.0 | -9.4 | -1.2 | 96.0 | 92.0 | 19.9
CC1CCCN1CC#CC(O)(c1ccccc1)c1ccccc1 (configuration not stated) | 3.1 | 10.4 | 2.1 | 0.0 | 1.2 | -7.1 | 102.0 | 106.0 | 3.7
CCOCC(=O)Nc1cc(C(=O)Nc2cccc(C)c2C)ccc1Cl | 0.1 | 15.8 | 0.2 | 2.0 | -1.2 | 1.9 | 98.0 | 100.0 | -2.4
CCOc1ccc2oc(C(=O)OCC(=O)NC(=O)NC)c(C)c2c1 | -0.7 | 5.3 | 0.6 | -1.0 | 1.4 | -14.0 | 99.0 | 102.0 | 36.8
O=C(O)c1ccc(SCc2cnc(Cl)s2)cc1 | 0.7 | 1.9 | 0.8 | 3.0 | -5.4 | -5.7 | 112.0 | 105.0 | 16.2
O=C(CN(C(=O)CCC(=O)Nc1nccs1)c1ccc(F)cc1)NCc1ccc(F)cc1 | 2.9 | 1.2 | 4.4 | 1.0 | -6.0 | -4.6 | 99.0 | 96.0 | 23.3

Reprinted at random: 2 compounds from above
SMILES | V1aR counter | NALP1 yeast inh | OXTR agonist | MEKK2 mut-MEK5 | GalR3 antag | GPR7 antag | MEKK3 PB1 HTS | MEKK2wt PB1 HTS | PHOSPHO1 block
O=C(CN(C(=O)CCC(=O)Nc1nccs1)c1ccc(F)cc1)NCc1ccc(F)cc1 | 2.9 | 1.2 | 4.4 | 1.0 | -6.0 | -4.6 | 99.0 | 96.0 | 23.3
CC1(C)NC(=O)N(CC(O)Cn2c3ccccc3c3ccccc32)C1=O (configuration not stated) | 0.9 | 8.6 | 2.4 | -7.0 | -6.6 | 4.2 | 94.0 | 93.0 | 5.7

(cont.)
SMILES | V1aR counter | NALP1 yeast inh | OXTR agonist | MEKK2 mut-MEK5 | GalR3 antag | GPR7 antag | MEKK3 PB1 HTS | MEKK2wt PB1 HTS | PHOSPHO1 block
Cc1ccccc1NC(=S)NC1(C)CCS(=O)(=O)C1 (configuration not stated) | 0.1 | 12.4 | 0.1 | 0.0 | -4.2 | -7.3 | 103.0 | 108.0 | -3.9
COc1ccc2nc(NC(=O)C3CCCN3S(=O)(=O)c3ccc(C)cc3)sc2c1 (configuration not stated) | 2.2 | 4.8 | 0.4 | 4.0 | -3.2 | -21.8 | 102.0 | 105.0 | 11.6
CSCCC(NS(=O)(=O)c1cc(C(=O)O)ccc1Cl)C(=O)O (configuration not stated) | -0.3 | -17.5 | -1.3 | -6.0 | -7.3 | -2.2 | 104.0 | 94.0 | 37.3
COc1cccc(OCC(=O)NC2CCCCC2)c1 | 0.1 | 11.1 | -1.1 | 2.0 | -5.9 | -4.8 | 105.0 | 103.0 | 54.0
CC(C)(C)OC(=O)N1CCCN(C(=O)Nc2ccc(C(F)(F)F)cc2)CC1 | 0.1 | 17.1 | -1.9 | -9.0 | 0.3 | -8.3 | 97.0 | 97.0 | 16.0
COC(=O)CCC(=O)OC1(C)C(=O)C=C2C=C(C3CC3)N(C3CC3)C=C2C1=O (configuration not stated) | 1.2 | 2.4 | 1.5 | 5.0 | -5.6 | . | 109.0 | 96.0 | 35.3
CCn1cc(C(=O)O)c(=O)c2cc(F)c(N3CCN(C(=O)Nc4ccccc4)CC3)cc21 | 0.8 | 31.9 | 2.2 | 6.0 | -4.4 | -7.4 | 100.0 | 102.0 | -3.4
COc1ccccc1C(=O)NNC(=O)C(=O)N1CCCCC1 | 0.4 | 15.8 | -0.5 | 0.0 | 0.2 | -2.7 | 91.0 | 89.0 | 32.8
CCCCc1nnc(NC(=O)C=C(C)C)s1 | -0.7 | -7.1 | -0.3 | 5.0 | -2.1 | 0.4 | 117.0 | 107.0 | 1.5
O=C(NCCc1ccc(Cl)cc1)C1CCN(S(=O)(=O)N2CCCC2)CC1 | 3.8 | 3.7 | 4.9 | 1.0 | -4.1 | -2.8 | 101.0 | 100.0 | 21.8
Cc1cc(O)c(/C=N/OCc2ccc(Cl)cc2Cl)c(=O)o1 | 1.7 | 11.1 | 0.2 | 2.0 | -4.8 | 1.9 | 107.0 | 104.0 | 29.2
COc1cccc(NC(=O)c2nn(C34CC5CC(CC(C5)C3)C4)cc2[N+](=O)[O-])c1 | 1.7 | -4.7 | -0.6 | 5.0 | -3.2 | -1.7 | 104.0 | 100.0 | 6.2
COCCCNC(=O)c1cccn2c(=O)c3cc4ccccc4cc3nc12 | 2.2 | 15.1 | 2.1 | 10.0 | -3.6 | -0.3 | 102.0 | 104.0 | 94.9*
COc1ccc(C2=Nn3c([n+](C)c4ccccc43)SC2)cc1 | 1.8 | 10.1 | 1.4 | -10.0 | -3.0 | -5.8 | 98.0 | 87.0 | 36.8
Cn1cccc1/C=C1\SC(=O)N(CC(=O)Nc2ccc(F)cc2)C1=O | 0.6 | 27.3 | 0.1 | -3.0 | -2.4 | -5.3 | 109.0 | 98.0 | 36.3
O=C(NC1CCCc2c1cnn2-c1cc(F)cc(F)c1)c1ccncc1 (configuration not stated) | 3.5 | 11.8 | 1.8 | -1.0 | -7.0 | 1.4 | 95.0 | 94.0 | 7.5
COc1ccc(N2CCN(S(C)(=O)=O)CC2)cc1 | 0.9 | -8.8 | 0.7 | 0.0 | 0.7 | 6.8 | 103.0 | 104.0 | 16.0
COC(=O)c1ccc(NC(=O)CN2CCN(c3ccccc3)CC2)cc1 | 0.2 | -4.3 | 1.1 | 0.0 | 0.7 | 11.5 | 103.0 | 98.0 | 18.3
S=c1[nH]cc(-c2ccccc2)n1-c1ccccc1 | -1.1 | -7.9 | -1.5 | 0.0 | -3.4 | -12.2 | 100.0 | 103.0 | 12.1
O=C(NC1CCCCC1)C(c1ccco1)N(C(=O)c1csnn1)c1cccc(F)c1 (configuration not stated) | -0.2 | 3.4 | -0.9 | 10.0 | -6.4 | -2.3 | 96.0 | 101.0 | 22.4
CCN(CC)S(=O)(=O)c1ccc(Cl)c(NC(=O)c2cc(Cl)ccc2Cl)c1 | -0.3 | 25.5 | -1.6 | -5.0 | 0.3 | -6.4 | 95.0 | 99.0 | -1.8
Cc1cc(=O)[nH]c(SCCCOc2ccc3c(c2)CCC3)n1 | 2.2 | 10.9 | 1.7 | 1.0 | -8.6 | -6.4 | 106.0 | 105.0 | 0.2
CCCNC(=O)c1ccc(N2CCC3(CC2)CC(c2ccccc2)=NO3)c(N)c1 | 3.6 | 7.2 | 4.2 | -9.0 | -6.2 | 12.1 | 100.0 | 96.0 | 9.6
CCN(CC)c1ccc(/C=N/O)cc1 | -1.1 | -9.7 | -1.7 | -1.0 | -2.7 | -15.2 | 101.0 | 101.0 | 27.5
O=C(NCCCn1ccnc1)/C(=C\c1cccs1)NC(=O)c1ccccc1 | 0.4 | 33.1 | -0.8 | 11.0 | -8.7 | -1.4 | 101.0 | 106.0 | -5.2
CC1(C)C(c2cccs2)=[N+]([O-])C2(CCCCC/C2=N\NC(N)=O)N1O (configuration not stated) | 0.6 | 17.4 | 0.1 | 2.0 | 1.0 | 1.9 | 103.0 | 104.0 | -4.9

5 entries already listed, sorted by the number in MEKK3 PB1 HTS, ascending.
SMILES,MEKK3 PB1 HTS
CC1(C)NC(=O)N(CC(O)Cn2c3ccccc3c3ccccc32)C1=O (configuration not stated),94.0
CCN(CC)S(=O)(=O)c1ccc(Cl)c(NC(=O)c2cc(Cl)ccc2Cl)c1,95.0
COc1ccc(S(=O)(=O)Nc2cccc(-n3cnnn3)c2)cc1OC,96.0
Cc1cc(C)cc(NC(=O)CCCn2nc(C)c3c(C)n(-c4ccccc4)nc3c2=O)c1,103.0
CC(=O)c1ccc(NC(=S)N2CCCC2)cc1,104.0
